Source: PubChem
VHR inh abs: VHR1 phosphatase inhibitors, primary screen, biochemical, absorbance, uHTS; 290,000 compounds, 0.52% hits; inhibition, % at 13.3 µM; Dual specificity protein phosphatase 3 (Homo sapiens), P51452; recombinant VHR phosphatase, pNPP absorbance; in the data active means inhibition above about 50%; further: some compounds called inactive have numbers as strong as hits
Target sequence (P51452 whole entry, looked up): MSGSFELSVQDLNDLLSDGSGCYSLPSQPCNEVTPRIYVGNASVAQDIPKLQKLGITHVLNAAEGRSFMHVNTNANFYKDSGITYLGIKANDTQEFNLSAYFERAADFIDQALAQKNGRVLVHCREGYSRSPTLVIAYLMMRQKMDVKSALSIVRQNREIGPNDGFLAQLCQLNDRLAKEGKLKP
GDH-TPI inh: GDH-TPI coupling enzyme inhibitors, primary screen, artefact control for M. tuberculosis FBA inhibitor project, biochemical, absorbance, full deck. 360,000 compounds, 1.2% hits. inhibition, % at 4.8 µM. GDH-TPI coupled enzyme counterscreen, NADH absorbance. AID 588335, 2011;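 further: 0% = DMSO wells and 100% = wells lacking the enzyme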
Rv3671c inh: Rv3671c serine protease inhibitors, primary screen, biochemical, fluorescence polarization, M. tuberculosis H37Rv. inhibition, % at 5.96 µM. 320,000 compounds, 0.048% hits. AID 2606, 2010; in the data active means inhibition above about 38%;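 further: extracellular domain of Rv3671c used as enzyme; 0% = enzyme with DMSO and 100% = no enzyme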
Target sequence (P9WHR9 whole entry, looked up, the tested form may be a part): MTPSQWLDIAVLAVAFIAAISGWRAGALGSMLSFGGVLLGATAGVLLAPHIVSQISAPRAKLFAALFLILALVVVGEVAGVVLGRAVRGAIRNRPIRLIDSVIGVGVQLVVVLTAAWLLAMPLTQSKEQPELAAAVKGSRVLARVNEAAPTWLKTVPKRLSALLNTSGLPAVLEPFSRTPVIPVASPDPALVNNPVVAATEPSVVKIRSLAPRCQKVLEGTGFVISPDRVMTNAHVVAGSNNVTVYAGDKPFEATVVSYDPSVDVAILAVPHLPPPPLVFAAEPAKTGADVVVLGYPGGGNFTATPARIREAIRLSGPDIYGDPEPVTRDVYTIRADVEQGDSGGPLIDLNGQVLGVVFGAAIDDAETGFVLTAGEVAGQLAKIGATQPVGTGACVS
BoNT-F LC inh: BoNT/F light chain protease inhibitors, primary screen, biochemical, flow cytometry, MLPCN library; Botulinum neurotoxin type F light chain protease (Clostridium botulinum); Multiplex microsphere protease cleavage assay; inhibition, % at 10 µM; 360,000 compounds, 0.22% hits; in the data active means inhibition above about 35%, passing the limit was not always enough; further: plate controls were buffer without enzyme for full effect and enzyme alone for no effect
Mtb BioA inh: M. tuberculosis BioA enzyme inhibitors, primary screen, biochemical, plate reader, single point, HTS; 7,8-diaminopelargonic acid synthase BioA (Mycobacterium tuberculosis); purified M. tuberculosis BioA enzyme; inhibition, % at 9.99 µM; 360,000 compounds, 0.096% hits; AID 602481, 2012; in the data active means inhibition above about 40%
Mtb UGM inh: M. tuberculosis UGM enzyme inhibitors, primary screen, biochemical, fluorescence polarization, single point; UDP-galactopyranose mutase (Mycobacterium tuberculosis (strain ATCC 25618 / H37Rv)), …; purified UGM, fluorescence polarization probe displacement; 320,000 compounds, 0.06% hits; inhibition, % at 10 µM; in the data active means inhibition above about 10%, passing the limit was not always enough
Target sequence (P9WIQ1 whole entry, looked up): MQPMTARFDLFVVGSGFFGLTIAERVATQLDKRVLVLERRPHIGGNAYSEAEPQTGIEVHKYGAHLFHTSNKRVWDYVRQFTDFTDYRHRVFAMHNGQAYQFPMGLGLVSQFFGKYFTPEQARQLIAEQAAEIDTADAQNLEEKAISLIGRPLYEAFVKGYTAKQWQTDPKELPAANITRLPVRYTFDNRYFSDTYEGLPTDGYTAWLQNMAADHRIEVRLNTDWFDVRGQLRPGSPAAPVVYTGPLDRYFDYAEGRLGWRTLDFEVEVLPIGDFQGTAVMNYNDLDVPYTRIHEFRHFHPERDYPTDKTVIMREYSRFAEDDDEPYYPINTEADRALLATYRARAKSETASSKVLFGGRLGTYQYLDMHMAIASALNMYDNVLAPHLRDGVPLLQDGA
CCHF vOTU inh: CCHFV vOTU protease inhibitors, primary screen, biochemical, Pep-AMC substrate, fluorescence; Crimean-Congo hemorrhagic fever virus L polyprotein viral ovarian tumor (vOTU) protease …; inhibition, % at 11.5 µM; 370,000 compounds, 0.55% hits; AID 651958, 2012; further: 0% = vehicle wells with enzyme and 100% = no enzyme wells
MazF activator: activators of E. coli MazEF toxin-antitoxin RNase, primary screen, biochemical, fluorescence, uHTS. Endoribonuclease toxin MazF (Escherichia coli (strain K12)), P0AE70. FAM/BHQ RNA-DNA oligo cleavage fluorescence, 5 h. activation, % at 20 µM. 350,000 compounds, 0.32% hits; in the data active means activation above about 50%
Target sequence (P0AE70 whole entry, looked up): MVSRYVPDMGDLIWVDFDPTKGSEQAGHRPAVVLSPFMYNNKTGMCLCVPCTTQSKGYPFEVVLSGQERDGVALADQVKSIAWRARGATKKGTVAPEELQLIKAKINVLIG
FBA Mtb inh: Mtb FBA enzyme inhibitors, primary screen, biochemical, fluorescence, strain H37Rv; purified M. tuberculosis FBA, fluorescence read-out; inhibition, % at 1 µM; Fructose-bisphosphate aldolase (Mycobacterium tuberculosis (strain ATCC 25618 / H37Rv)), …; 360,000 compounds, 2.3% hits; in the data active means inhibition above about 27%;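 further: 0% = vehicle and 100% = reference inhibitor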
FadD28 binding: inhibitors of FadD28 bisubstrate probe binding, primary screen, biochemical, fluorescence polarization, single point | 360,000 compounds, 0.22% hits | inhibition, % at 12.5 µM | Mycobacterium tuberculosis FadD28 fatty-acid-AMP ligase; in the data active means inhibition above about 8.5%, passing the limit was not always enough
* marks the source's active call; other numbers are inactive results; . = no result given; & = joins results of further samples. Unless noted, no stated cut-off is given here; in the data, active means inhibition above about 30%; inactive means the rest.

SMILES	VHR inh abs	GDH-TPI inh	Rv3671c inh	BoNT-F LC inh	Mtb BioA inh	Mtb UGM inh	CCHF vOTU inh	MazF activator	FBA Mtb inh	FadD28 binding
CCc1ccc(-c2cc(C)no2)cc1S(=O)(=O)NCCCN1CCN(c2ccccc2)CC1	12.3	1.5	-10.8	-3.2	-2.8	0.9	20.5	6.1	1.8	0.3
N#Cc1cnc2ncnn2c1-c1ccccc1	-6.9	4.0	-1.2	-0.6	.	0.2	13.4	-2.1	-1.7	-3.0
O=C(O)CSC1=NC(=Nc2cccc(Cl)c2)C2(CCCCC2)N1c1ccccc1	8.2	4.5	-7.7	-2.1	.	0.6	-17.5	4.5	-3.0	-0.5
Cc1ccc(CNc2nc3ccccc3s2)s1	-0.2	-10.1	-1.3	9.4	0.0	-1.3	1.5	9.4	-3.0	-4.4
COc1ccc(NC(=O)c2cc(S(=O)(=O)N3CCOCC3)cn2C)c(OC)c1	-22.1	0.5	2.5	4.3	0.3	-0.8	0.2	8.0	-2.5	-1.6
CCn1nc(C(=O)NCC2COc3ccccc3O2)c2ccccc2c1=O (stereo not drawn)	.	-1.4	0.2	1.1	.	-0.1	-1.6	1.1	4.5	-2.3
Cc1ccc(O)c(N/C=C/C(=O)c2ccc(F)cc2)c1	26.1	14.6	-3.7	-22.4	-1.1	-1.2	15.0	8.0	-3.3	-1.6
CC(O)(c1ccccc1)c1nc(/C=C/c2ccccc2)cs1 (stereo not drawn)	.	1.8	.	-4.7	-1.2	.	2.2	.	-1.6	-3.0
CCOC(=O)c1c(S(=O)(=O)N(C)Cc2ccco2)c(C)n(C)c1C	-0.7	2.5	-11.1	-3.3	-2.7	1.0	4.5	6.5	2.7	-1.3
Cc1cc(C(=O)NC2CC(C)(C)Cc3c2cnn3-c2ccc(F)cc2)no1 (stereo not drawn)	18.5	-7.1	-2.1	6.5	7.1	1.0	8.5	2.5	2.0	-2.2
Cn1cc(S(=O)(=O)CC(=O)Nc2ccc3c(c2)OCO3)c2ccccc21	-7.5	8.8	1.4	-9.2	-0.6	3.6	-10.3	-11.3	0.0	0.4
O=C(CN1CCCc2ccccc21)NCc1ccc2c(c1)OCO2	-10.5	1.7	-10.5	.	-1.4	-1.6	-4.0	-1.8	1.2	-2.7
Cc1ccc(S(=O)(=O)N2CCN(C(=O)COC(=O)COc3cccc4c3OC(C)(C)C4)CC2)cc1	.	8.4	-13.7	5.2	.	3.1	4.8	-6.8	2.5	1.0
CN(C)c1ccnc(Oc2ccccc2)c1C#N	2.7	8.0	.	-0.8	-1.0	.	7.7	-6.7	2.9	-2.5
Cc1ccc(Cn2c(C(C)Nc3nc(-c4ccc(Cl)cc4)cs3)nc3cc(C(=O)NCCCO)ccc32)cc1 (stereo not drawn)	.	4.9	2.9	-15.3	-2.8	-0.2	-0.6	3.3	1.3	-1.9
COc1ccccc1/C=N/NC(=O)c1cccc(NC(=O)c2ccccc2Cl)c1	17.6	18.9	-16.1	3.8	.	0.1	-1.5	11.8	2.2	-2.6
CCCn1c(SCC(=O)N2CCCC2)nc2c1c(=O)n(C)c(=O)n2C	4.2	5.8	-4.3	-0.9	1.0	1.7	-7.9	-5.0	-2.0	-0.7
COc1ccc(Br)cc1CN1CCN(C(=O)c2cccc(F)c2)CC1	-2.4	9.9	3.7	-30.0	1.8	0.2	4.0	0.5	3.4	1.5
O=C(CC1C(=O)NCCN1C(=S)Nc1ccccc1)Nc1ccc(F)cc1 (stereo not drawn)	-17.7	3.2	3.2	-8.1	.	-2.0	-26.3	1.5	2.7	-0.6
CC1(c2cccc(Br)c2)NC(=O)N(CC(=O)Nc2ccc(F)cc2)C1=O (stereo not drawn)	23.1	-14.1	-4.2	-7.5	.	-0.2	6.6	15.2	-3.3	-4.1
Cn1c(-c2sccc2OCc2ccc(Cl)cc2Cl)n[nH]c1=S	16.6	9.3	-3.1	-2.6	.	1.0	-1.4	-3.0	1.1	-5.2
N#CC1=CC2CN(Cc3ccccc3)C1C1C(=O)N(c3ccccc3)C(=O)C21 (stereo not drawn)	.	2.3	.	-0.5	.	.	-3.5	-0.8	0.0	-2.8
CCN(c1ccccc1C)S(=O)(=O)c1nnc(NC(=O)c2ccco2)s1	-14.4	29.1	-7.4	-4.5	0.5	0.6	10.8	6.9	-4.1	-3.1
CCOc1ccc(NC(=S)N2CCC(N(C)CC3CCCO3)CC2)cc1 (stereo not drawn)	18.0	7.0	11.7	3.3	.	1.6	-19.0	12.0	1.0	-1.0
CCCCC1CC(CSC(=N)N)OC1=O (stereo not drawn)	13.2	-0.9	-7.5	-17.3	.	1.6	-2.6	4.4	-5.3	-1.3

Entries of single compounds, looked up by structure. Screens in order: VHR inh abs | GDH-TPI inh | Rv3671c inh | BoNT-F LC inh | Mtb BioA inh | Mtb UGM inh | CCHF vOTU inh | MazF activator | FBA Mtb inh | FadD28 binding
Entry for CCc1ccc(-c2cc(C)no2)cc1S(=O)(=O)NCCCN1CCN(c2ccccc2)CC1 → 12.3 | 1.5 | -10.8 | -3.2 | -2.8 | 0.9 | 20.5 | 6.1 | 1.8 | 0.3
Entry for CC(O)(c1ccccc1)c1nc(/C=C/c2ccccc2)cs1 (stereo not drawn) → . | 1.8 | . | -4.7 | -1.2 | . | 2.2 | . | -1.6 | -3.0
Entry for CN(C)c1ccnc(Oc2ccccc2)c1C#N → 2.7 | 8.0 | . | -0.8 | -1.0 | . | 7.7 | -6.7 | 2.9 | -2.5
Entry for CCCn1c(SCC(=O)N2CCCC2)nc2c1c(=O)n(C)c(=O)n2C → 4.2 | 5.8 | -4.3 | -0.9 | 1.0 | 1.7 | -7.9 | -5.0 | -2.0 | -0.7
Entry for COc1ccc(NC(=O)c2cc(S(=O)(=O)N3CCOCC3)cn2C)c(OC)c1 → -22.1 | 0.5 | 2.5 | 4.3 | 0.3 | -0.8 | 0.2 | 8.0 | -2.5 | -1.6

New compounds follow
SMILES	VHR inh abs	GDH-TPI inh	Rv3671c inh	BoNT-F LC inh	Mtb BioA inh	Mtb UGM inh	CCHF vOTU inh	MazF activator	FBA Mtb inh	FadD28 binding
O=C(NCCc1ccccc1)c1cccc(N2C(=O)C3CC=CCC3C2=O)c1 (stereo not drawn)	5.5	-5.5	2.0	-4.6	.	0.4	-7.5	2.6	-6.3	-3.9
O=C(Nc1ccc(Br)c(Cl)c1)C1CC1	5.4	10.7	-6.0	-2.2	2.4	1.4	-7.3	1.9	-3.0	-4.5
O=[N+]([O-])c1cccc(C(=Nc2cccc(Cl)c2)NO)c1	-0.9	-2.4	0.2	7.0	2.4	2.5	5.4	3.8	-1.9	-8.2
CCC[N+](CC#Cc1ccccc1)(CCC)CC(=O)OCC	1.3	0.0	0.3	-3.8	.	1.2	-6.0	-3.3	-1.2	-0.2
COc1ccc(NC(=O)c2sc(=O)n(Cc3ccccc3C#N)c2C)cc1OC	.	-7.2	.	-10.9	-0.6	.	-4.8	.	-0.6	-0.9
COc1ccc(C(=O)NCc2nnc(SCC(=O)Nc3nc4ccccc4s3)o2)cc1OC	-11.2	1.1	-1.2	-6.6	-3.5	3.6	-9.6	2.0	1.3	-0.6
CC(C)CNS(=O)(=O)c1ccc(CCC(=O)NCc2ccco2)cc1	-13.6	3.8	3.1	7.9	-1.7	1.4	13.7	7.5	2.5	-2.3
CC(C)(C)OC(=O)C[C@@H]1C/C=C\C[C@H](CC(=O)NCCO)C(=O)N2CCC[C@H]2COC1=O	.	-0.5	1.0	-2.5	2.0	0.1	-0.6	4.7	4.0	-0.4
CCOC(=O)C1CCCN(Cc2cc(=O)oc3cc(C)c(C(C)C)cc23)C1 (stereo not drawn)	2.3	1.9	-13.7	2.5	.	2.0	3.8	-25.8	1.4	-2.9
Cc1ccc(-c2nnc(SCC(=O)NNC(=O)COc3cccc4ccccc34)n2C)cc1	-6.7	.	-0.8	.	.	0.4	-17.0	.	.	.
O=C(O)COc1ccccc1-c1ccccc1	16.6	3.3	3.1	-3.9	-0.5	2.9	-14.0	-0.1	2.6	-2.2
COc1cccc(N2C(=O)C(CC(=O)Nc3ccccc3)N(C3CCCCC3)C2=O)c1 (stereo not drawn)	24.9	-2.5	4.4	5.6	1.1	0.4	-2.6	-1.9	1.5	-4.1
CCCCn1c(N)c(N(CC)C(=O)C(c2ccccc2)c2ccccc2)c(=O)[nH]c1=O	16.7	-0.3	-2.4	-5.2	.	-2.4	1.6	3.4	0.5	-2.0
COc1ccc(NC(=O)CC2C(=O)N(c3ccc(F)cc3)C(=S)N2NC(=O)c2ccc(Cl)cc2)cc1 (stereo not drawn)	5.4	6.7	-27.0	15.1	-1.3	-1.5	-8.8	6.0	0.0	-1.9
O=C(NNc1c(Cl)cccc1Cl)c1cccs1	-14.6	4.4	-3.1	-2.4	-2.4	-1.1	18.3	9.8	3.5	-1.1
O=C(CCCn1c(=S)[nH]c2ccccc2c1=O)NC1CCCC1	15.4	25.4	1.5	-5.0	-1.7	-0.5	2.8	-5.9	-2.5	-1.6
Cc1ccccc1Cn1nc(C)c(NC(=O)c2cc3nc(-c4ccco4)cc(C(F)(F)F)n3n2)c1C	21.3	28.9	.	2.2	-0.5	.	10.0	9.7	3.2	-1.0
COCCn1c(SCC(=O)NCc2ccc3c(c2)OCO3)nnc1C(C)C	23.1	-1.6	7.4	1.6	-0.7	-2.4	13.3	2.3	0.5	1.5
CC(C)c1ccc(-c2cc(C(=O)N3N=C(C(F)F)CC3(O)C(F)F)c3ccccc3n2)cc1 (stereo not drawn)	-1.7	9.2	-28.1	-10.8	-1.8	1.2	-9.8	4.7	3.1	-3.0
COc1ccc(C(CNC(=O)c2ccc(NS(=O)(=O)c3cccc([N+](=O)[O-])c3)cc2)N2CCOCC2)cc1 (stereo not drawn)	19.2	4.4	-4.3	8.0	-0.5	1.4	-11.2	2.0	-4.5	-5.0
O=C(NCc1cccnc1)C(=O)NCC1OCCN1S(=O)(=O)c1ccc(Cl)cc1 (stereo not drawn)	3.9	-4.3	-4.5	-1.0	0.0	1.2	3.5	7.1	0.7	-2.4
Cc1ccccc1Cn1nc(C)c(NC(=O)c2noc3c2CCCC3)c1C	-0.6	2.6	5.3	-4.3	0.3	3.4	-4.4	-2.6	2.9	-0.5
CN(C)CCOc1cc(Cl)cc(Cl)c1	17.4	-4.6	0.9	-2.4	.	1.6	-10.6	-3.9	-1.5	-1.9
Cc1ccc(CNC(=O)CSc2nccn(-c3ccc(C)c(F)c3)c2=O)cc1	.	10.2	1.1	.	0.2	5.6	-3.5	-4.4	1.2	-0.7
CCn1c(SCC(=O)Nc2ccc3c(c2)OCCO3)nc2c(c1=O)SC(C)C2 (stereo not drawn)	23.7	12.2	1.2	2.1	.	1.7	5.7	5.9	6.0	-2.3
CCN(CC)c1ccc(C(=O)Nc2cccc(F)c2)cc1	12.1	13.7	1.2	3.1	10.6	-0.2	11.8	11.7	-2.0	-3.0
Oc1ccc(C2NCc3ccccc3-n3cccc32)cc1Cl (stereo not drawn)	18.0&5.3	2.6&4.5	0.9&-9.2	-16.8&-5.4	1.2	-1.6&1.4	14.1&11.0	-0.5&6.9	-2.9&0.6	-2.5&-2.4
C[C@H](CO)N1C[C@H](C)[C@@H](CN(C)S(=O)(=O)c2cccs2)Oc2ccc(NC(=O)NC3CCCCC3)cc2C1=O	.	2.6	-1.2	-5.3	-0.7&1.5	-3.1	10.5	2.6	-0.9	2.6
Cc1ccc(S(=O)(=O)N2CCN(c3ccc(C(F)(F)F)cc3[N+](=O)[O-])CC2)cc1	-8.8	-2.2	-8.1	-1.2	-1.1	-0.3	12.8	-16.7	-0.4	-1.8
